# Assay outcomes: PubChem, National Center for Advancing Translational Sciences (NCATS)
# Pf Dd2 growth: Plasmodium falciparum Dd2 growth inhibition. P. falciparum Dd2 growth, SYBR Green, 72 h. Potency, µM (titrated, usually from 28.9 µM), for inactives: at the highest dose activity, negative = inhibition, most hits filed as inhibitors. 120,000 compounds, 4.3% hits; active = well fitted inhibition curve with a large enough effect; inconclusive = small, poorly fitted or top-dose-only effect; inactive = no such curve, though single readings can be large or run the other way;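 also: plate controls were DMSO vehicle for no effect and reference drug for full effect; nearly all actives have a fitted effect of over 65% in size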
#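 Readout: SYBR Green fluorescence, 485 nm excitation, 535 nm emission, after ~16 h lysis at 37C. Before that, Dd2-infected red cells (2.5% hematocrit) grew 72 h with compound, 29 uM top final concentration.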
# * hit, by the source's call; i = inactive; ? = inconclusive; [ ] = dose if it differs, or a comment. Potency is read from the fitted curve at half-maximal effect. A portion of the library. The share of hits here may be higher or lower than overall.
SMILES,Pf Dd2 growth
O=S(=O)(NC[C@H]1O[C@@H](CO)[C@@H](O)[C@H]1N1CCN(c2ccccc2)CC1)c1ccc(F)cc1,-25%
CC(C)COc1cccc(C(=O)Nc2ccc(-c3nc4ncccc4o3)cc2)c1,?
C[C@H]1[C@@H]2[C@@H](O)C([C@H](C)C(=O)NC3CCCC3)CC[C@@]2(C)CC[C@@H]1NC(=O)c1ccc(C#N)cc1 (some centres not stated),i
CCCC1CCN(C(=O)c2coc(COc3ccc4ccc(OC)cc4c3)n2)C1 (configuration not stated),-21%
CCOC(=O)c1ccccc1NC(=O)Cc1c(C(=O)O)c(C)cn1C,14%
CCc1ccc(OCC2c3cc(OC)c(OC)cc3CCN2C(=O)c2ccc(S(=O)(=O)N3CCCC3)cc2)cc1 (configuration not stated),11µM*
CC(=O)c1ccc(NC(=O)N[C@H]2CO[C@H]3[C@@H]2OC[C@H]3OC(=O)NC2CCCCC2)cc1,-17%[44.1 µM]
CCC(=O)N1CC(=O)N(CC)C2(CCOCC2)C1,11%
CC(=O)N1CCN(c2ncnc3c2CN(C2CCC2)C(=O)CN3C)CC1,-8%
CCOC(=O)c1c(NC(=O)CS(=O)(=O)c2ccc(C)cc2)sc2c1CCC(C)C2 (configuration not stated),42%[activator]
CNC(=O)C1(N2CCC[C@H]2C(=O)NCCNC(C)=O)CCCCC1,17%[44.1 µM]
Cc1cccc(-c2nc3c4ccccc4nc(NCc4ccc(Cl)cc4)n3n2)c1,-16%
Fc1cc(Nc2ncc(-c3cccnc3)c3c2OCC3)cc(N2CCOCC2)c1,?
COc1ccc(Cn2c(C3CCN(C(=O)c4ccc(Cl)cc4)CC3)n[nH]c2=O)cc1,?
COc1ccccc1CNC(=O)C1CCN(c2nn3c(=O)cc(C)nc3s2)CC1,-2%
COc1ccc(CNC(=O)C[C@@H]2C[C@@H](C(C)C)[C@H](CNC(C)=O)C=C2C)cc1,-8%[44.1 µM]
O=C(N[C@@H]1CN(C(=O)Cn2c(=O)oc3ccccc32)CC[C@@H]1CO)C1CC1,11%
Cc1ccc2oc3c(c(=O)c2c1)C(c1ccc(F)cc1)N(Cc1ccc2c(c1)OCO2)C3=O (configuration not stated),-2%
Cc1noc(C)c1C(=O)NCC(=O)N1CCCCCCNC(=O)CC1c1ccccc1 (configuration not stated),?
O=C(Cn1ccn2nc(-c3ccc(F)cc3)c(CO)c2c1=O)NCc1ccc(Cl)cc1,-4%
CC1CCN(S(=O)(=O)c2ccc3c(c2)c(=O)c(C(=O)N2CCN(c4cccc(Cl)c4)CC2)cn3C)CC1,i
COc1ccc(C(=O)NC2CCN(c3cc(C(F)(F)F)nc(C)n3)CC2)c(C)c1,-3%
O=C(Nc1ccc(F)c(Cl)c1)C1CCCN(c2cnccn2)C1 (configuration not stated),-12%
CSCCC(NS(=O)(=O)c1ccc2c(c1)oc(=O)n2C)C(=O)NCc1ccc(Cl)cc1 (configuration not stated),35%[activator]
O=C(c1ccccc1)N1CCC(n2cc(-c3nc(C4CC4)no3)nn2)C1 (configuration not stated),-14%
CCc1noc(-c2cccn3c(CNC(=O)CCC4CCCC4)nnc23)n1,i
COc1cccc(CNC(=O)CN2C(=O)NC3(CCOCC3)C2=O)c1OC,16%
Cc1cnc(C)c(N2CCC(COc3cnc4c(ccn4CC(N)=O)c3)CC2)n1,-16%[44.1 µM]
COc1ccc2c(c1)C(NC(=O)c1cn(CCN)nn1)CC(C)(C)O2 (configuration not stated),?
COc1ccc(CCNC(=O)CCn2c(=O)c3cccn3c3cccnc32)c(OC)c1OC,-9%
CN(C)CCNC(=O)c1nc2nc(-c3ccccc3)c(-c3ccccc3F)cc2n1C,?
COc1cc(OC)cc(C(=O)N2CCC3(CC2)N=C(c2ccc(Cl)cc2)NO3)c1,i
Cc1cc(C)c(NC(=O)CN(c2ccccc2)S(=O)(=O)N(C)C)c(C)c1,-24%
Cc1cnc(C)c(N2CCN(CC3(O)CCNC3)CC2)n1 (configuration not stated),1%
COCC1CN(C(=O)c2ccc(OC)nc2OC)CC12CCNCC2 (configuration not stated),i
CCC(=O)N1CCc2cc(S(=O)(=O)NC(CC(C)C)C(=O)NCc3cccc(OC)c3)ccc21 (configuration not stated),2%
O=C(COc1ccc(-c2nnc3n2CCCC3)cc1)Nc1ccc(Br)cc1,?
N#Cc1ccc(S(=O)(=O)N2CCCCCNC(=O)CC2c2ccccc2)cc1 (configuration not stated),?
CCCCc1ccc(-n2nc3ccc(NC(=O)c4cc5ccccc5o4)cc3n2)cc1,i
NCc1ccc(-c2cc(C(F)(F)F)ccc2Cl)cc1,?
O=C(Nc1ccc(Cl)cc1)N1CCC(c2nnc3n2C(C(=O)N2CCN(c4ncccn4)CC2)CC3)CC1 (configuration not stated),-11%
COc1ccc(C(=O)N2CCC(c3n[nH]c(=O)n3-c3ccc(C)cc3)CC2)cc1F,i
CCS(=O)(=O)c1ccc2oc([C@H]3CCN(Cc4c[nH]c5ccccc45)C3)nc2c1,?
COc1ccc(C(=O)N2CCc3ccc(C(=O)NCCC(C)C)cc32)cc1,i
COCC(=O)NC[C@H]1O[C@@H](CO)[C@@H](O)[C@H]1N1CCc2ccccc2C1,-13%[44.1 µM]
CCc1noc(-c2ccn3c(CNC(=O)c4ccc(C)c(F)c4)nnc3c2)n1,-3%
Cc1cccc(CC(=O)N2[C@H]3CC[C@@H]2c2cnc(C)nc2C3)c1,10%
O=c1[nH]nc2n1CCN(S(=O)(=O)c1ccc3c(c1)OCCO3)CC2,-14%
COc1cccc(NC(=O)CC2NCCNC2=O)c1 (configuration not stated),36%[activator]
CCn1ccc2oc(C)c(C(=O)N3CCN(c4ccc(F)cc4)CC3)c2c1=O,i
c1ccc(COc2ccc(CN3CCSCC3)cc2)nc1,-1%
Cc1ccc(S(=O)(=O)N(C)CC2CCOC2)c(C)c1 (configuration not stated),5%[5.79 µM]
COc1ccc(CN2Cc3[nH]cnc3C[C@H]2c2nc(-c3ccccc3)no2)cc1,?
CCCOc1ccc(C(=O)NCC2OCCc3ccccc32)cc1 (configuration not stated),10%
NC(=O)[C@H](Cc1cccs1)NC(=O)C1=C[C@@H](NC(=O)CC2(CC(=O)O)CCCC2)[C@@H](O)[C@H](O)C1,12%
CCCCc1nn2c(=O)cc(COC(=O)c3cccs3)nc2s1,58%[activator]
COc1ccc(N2CC(C(=O)NCc3cccc(OC)c3)NC2=O)cc1 (configuration not stated),-10%
COc1ccc(C(=O)N2CCN(C(=O)Nc3cccc(OC)c3)C[C@@H]2C(=O)N[C@H]2CCCNC2=O)cc1,8%
COC(=O)C1CCN(C(=O)CC(c2ccccc2)c2ccccc2Cl)CC1 (configuration not stated),-2%
CCN(CC)c1ccc(C(=O)Nc2ccc3nc(N(CC)CC)cc(C)c3c2)cc1,-18%

# New compounds follow:
SMILES,Pf Dd2 growth
CC(=O)NC[C@H]1CCN(Cc2ccc(F)c(Cl)c2)C[C@H]1N(C)C,?
O=C(Cc1ccc(F)cc1)N1CCCCC12Cc1ccccc1NC2=O (configuration not stated),-13%[44.1 µM]
COc1ccc(C(=O)NC2CCN(C(=O)N3CC4CC(C3)[C@H]3CCCC(=O)N3C4)CC2)cn1 (some centres not stated),i
COc1cc(OC)cc(C(=O)Nc2ccc(S(=O)(=O)N3CCCCC3c3cccnc3)cc2)c1 (configuration not stated),-26%
Cc1ccccc1-n1nc(CO)c(C(=O)NCC(c2ccccc2)c2ccccc2)n1,-10%
COc1cc(CN(CC2CCCO2)C(=O)c2ccccc2F)cc(OC)c1OC (configuration not stated),-5%
COc1cc(NC(=O)N2c3ccccc3Sc3ccccc32)cc(OC)c1,?
COc1cccc(S(=O)(=O)N2CCN(C3CCN(CCC(C)C)C3=O)CC2)c1 (configuration not stated),-29%
Cc1c(Cl)cccc1NC(=O)CN1C(=O)C(C)N=C(c2ccccc2)c2ccccc21 (configuration not stated),?
Cc1nc(CC(=O)N[C@@H]2COCC[C@H]2Oc2ccc(C#N)cc2)c(C)s1,-22%
Cc1cccc(-c2noc(-c3ccc(NCC4CCCO4)c([N+](=O)[O-])c3)n2)c1 (configuration not stated),4%
O=c1c2cc(-c3ccc(F)cc3)nn2ccn1CC(O)c1ccc(F)cc1 (configuration not stated),i
CN(Cc1cccnc1)C(=O)CCC[C@@H]1[C@H]2CCCN3CCC[C@@H](CN1Cc1cccnc1)[C@@H]23,-1%
CCOc1ccccc1CC1C(=O)Nc2ccc(Br)cc21 (configuration not stated),13%
Cc1ccc(-n2c(C3CCN(C(=O)c4ccccc4Cl)CC3)n[nH]c2=O)cc1,-17%
CCc1nnc(NC(=O)CSc2nccn2Cc2ccc(Cl)cc2)s1,-12%
CCOc1ccc(CC(=O)N2[C@@H]3CC[C@H]2CC(NC(=O)c2ccncc2)C3)cc1 (some centres not stated),i
O=C(C1CC1)N1CCCC(c2noc(COc3ccccc3F)n2)C1 (configuration not stated),?
CC(C)(C)CC(=O)Nc1nc2c(s1)C[C@@H]1[C@](C)(CO)[C@H](O)CC[C@@]1(C)[C@@H]2CC(=O)NC1CCCCC1,?
CCCS(=O)(=O)c1ncc(Cl)c(C(=O)Nc2c(C(=O)Nc3ccccc3)oc3ccccc23)n1,i
COc1ccc(CC(=O)NC2CCCc3c2[nH]c2ccccc32)cc1 (configuration not stated),-4%
CCCNC(=O)N1CCN2C(=O)c3cc(-c4cccc(C(F)(F)F)c4)ccc3NC(=O)[C@@H]2C1,?
COC(=O)c1ccc(NC(=O)CSc2ncc3c(n2)-c2cc(Cl)ccc2N(Cc2ccccc2)S3(=O)=O)cc1,?
COc1cccc(-c2cccc(-c3nc(C4CCOCC4)nn3CCO)c2)c1,-7%
CC(=O)c1cccc(NC(=O)CN2C(=O)CCc3cc(S(=O)(=O)N4CCCCC4)ccc32)c1,-10%
O=C(NC[C@H]1O[C@@H]2C[C@@H](CC(=O)N3CCC(F)(F)C3)O[C@@H]2[C@@H]1O)NC1CCCCC1,21%[44.1 µM]
Cc1cccc(NC(=O)CSc2nc(C)c(Cc3ccccc3)c(=O)[nH]2)c1C,57%[activator]
Cc1ccc(C)c(N2CCN(Cc3nnc(-c4ccccc4)o3)CC2)c1,?
CN1c2cc(C(=O)N3CCN(c4cccc(Cl)c4)CC3)ccc2C(=O)N2CCCC21 (configuration not stated),?
O=C(c1ccncc1)N1CCn2c(nnc2-c2cncc(Br)c2)C1,i

# Part of the list above in order of SMILES length, ascending.
SMILES,Pf Dd2 growth
O=C(Cc1ccc(F)cc1)N1CCCCC12Cc1ccccc1NC2=O (configuration not stated),-13%[44.1 µM]
O=C(c1ccncc1)N1CCn2c(nnc2-c2cncc(Br)c2)C1,i
Cc1c(Cl)cccc1NC(=O)CN1C(=O)C(C)N=C(c2ccccc2)c2ccccc21 (configuration not stated),?
CC(=O)c1cccc(NC(=O)CN2C(=O)CCc3cc(S(=O)(=O)N4CCCCC4)ccc32)c1,-10%

# Continued.
SMILES | Pf Dd2 growth
CCC(CC)C(=O)Nc1cccc(-c2nc3ccccc3s2)c1 | ?
COc1ccc(Nc2nc3ccc(Cl)cc3n3nnnc23)cc1OC | i
O=C(c1ccc(F)cc1)N1CC(c2noc(-c3ccccc3)n2)C1 | -8%
CN(Cc1cnn(C)c1)C(=O)C1C2C(=O)N(Cc3ccc(F)cc3)C[C@@]23C=C[C@@H]1O3 (some centres not stated) | -3%
Cc1nn(-c2cccc(Br)c2)c(C)c1[C@@H]1C=C[C@@H](NCc2cccc(C#N)c2)C1 | ?
CCc1ccc(S(=O)(=O)c2nnn3c2nc(N(CC)Cc2ccccc2)c2cc(Cl)ccc23)cc1 | ?
CCOCCCNC(=O)N1[C@@H]2CC[C@H]1CC(NC(=O)c1ccc(F)cc1)C2 (some centres not stated) | -22%
Cc1ccc2oc(C(=O)Nc3sc4c(c3C(=O)NCc3ccccc3)CCCC4)cc(=O)c2c1 | i
Cc1cccc(Cn2nc(C)n3c(cc4cc(C)ccc43)c2=O)c1 | 40%[activator]
Cc1ccc(S(=O)(=O)Nc2ccc(C)n(CC(=O)N3CCCN(C)CC3)c2=O)cc1 | -1%
COCc1nc(NCc2cn3cc(C)sc3n2)cc(C2CC(N)C2)n1 (configuration not stated) | 15%
CCC(CC)C(=O)NC[C@@H]1C=C(C)[C@H](Cc2nc3ccccc3n2C)C[C@H]1C(C)C | 11µM*
Fc1ccc(-c2noc3ncnc(N4CCCCC4)c23)cc1 | 25%
COc1ccc(-c2cc(C[C@H]3CNCC[C@H]3CC(=O)NCc3ccc(F)cc3)no2)cc1 | -5%
COc1ccc(CN2CC(N3CCc4ccccc43)C2)cc1 | ?
CCS(=O)(=O)c1nc(S(=O)(=O)c2ccc(Cl)cc2)c(NCc2ccc(Cl)cc2)s1 | ?
CCC(C)NC(=O)Cn1ccn2nc3c(c2c1=O)CCCC3 (configuration not stated) | ?
COc1cc(CNC(=O)[C@@H]2C[C@H](c3ccc(F)cc3)N(Cc3csc(C)n3)C2)cc(OC)c1 | -3%
COc1cc([N+](=O)[O-])ccc1NC(=O)N1CCN(c2cc(-c3noc(C)n3)ccc2C)CC1 | i

# Random excerpt: 5 records from the list, in no set order.
SMILES | Pf Dd2 growth
CNC(=O)C1(N2CCC[C@H]2C(=O)NCCNC(C)=O)CCCCC1 | 17%[44.1 µM]
CCC(C)NC(=O)Cn1ccn2nc3c(c2c1=O)CCCC3 (configuration not stated) | ?
CCC(CC)C(=O)Nc1cccc(-c2nc3ccccc3s2)c1 | ?
Cc1cccc(NC(=O)CSc2nc(C)c(Cc3ccccc3)c(=O)[nH]2)c1C | 57%[activator]
COc1cc(OC)cc(C(=O)Nc2ccc(S(=O)(=O)N3CCCCC3c3cccnc3)cc2)c1 (configuration not stated) | -26%
